GAA inh = qHTS Assay for Inhibitors of Human alpha-Glucosidase as a Potential Chaperone Treatment of Pompe Disease; Lysosomal alpha-glucosidase (Homo sapiens), P10253; purified human GAA, 4-MU-alpha-glucoside fluorescence; Potency, µM (doses to about 76.9 µM), inactives show at the top dose activity change, negative = inhibition, hits mostly inhibitors; 0.005% of 200,000 active; AID 1466, 2008;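 also: plate controls were uninhibited enzyme wells for no effect and no-enzyme background for full effect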
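Enzyme (4 nM final) mixed with compound (up to 77 uM), then 4-MU-alpha-D-pyranoside (400 uM final) added; 20 min at room temperature, pH 5.0. Reaction stopped at pH 10, fluorescence read, AC50 derived by Hill fit.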
TRb SRC2 PPI = qHTS for Inhibitors of the Interaction of Thyroid Hormone Receptor and Steroid Receptor Coregulator 2 | Thyroid hormone receptor beta (Homo sapiens), P10828 | TRbeta-SRC2 peptide binding, fluorescence polarization; receptor liganded with 1 µM T3 | Potency, µM (titrated, usually from 106 µM), for the others: at the top dose activity change, negative = inhibition, most hits filed as inhibitors | 0.065% of 280,000 active | AID 1469, 2008;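 also: plate controls were bound peptide for no effect and peptide without receptor for full effect; nearly all actives have a fitted effect of over 50% in size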
Target sequence (P10828 whole entry, looked up): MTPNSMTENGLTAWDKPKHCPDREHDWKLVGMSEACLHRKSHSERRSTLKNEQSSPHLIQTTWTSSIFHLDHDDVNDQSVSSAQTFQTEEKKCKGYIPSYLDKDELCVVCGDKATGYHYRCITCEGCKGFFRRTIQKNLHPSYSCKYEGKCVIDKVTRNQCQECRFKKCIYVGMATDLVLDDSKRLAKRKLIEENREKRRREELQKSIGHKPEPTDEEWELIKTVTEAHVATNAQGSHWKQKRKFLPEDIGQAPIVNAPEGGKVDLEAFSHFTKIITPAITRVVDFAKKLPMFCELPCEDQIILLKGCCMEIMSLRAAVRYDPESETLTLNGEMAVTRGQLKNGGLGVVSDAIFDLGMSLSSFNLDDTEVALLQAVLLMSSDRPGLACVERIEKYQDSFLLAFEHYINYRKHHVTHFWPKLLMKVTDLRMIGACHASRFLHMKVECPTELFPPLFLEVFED
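Fluorescence polarization of 20 nM Texas Red SRC2 peptide (20-aa NR interaction domain) bound to 0.6 uM human TRb ligand-binding domain, with 1 uM T3, after 5 hr at ambient temperature; inhibition seen as decreased polarization.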
L3MBTL1 block = qHTS Assay for the Inhibitors of L3MBTL1; Lethal(3)malignant brain tumor-like protein 1 (Homo sapiens), Q9Y468; AlphaScreen L3MBTL1–H3K9me1 peptide binding; Potency, µM (top dose mostly 57.1 µM), inactives show top-dose activity, negative = inhibition, usual class: inhibitors; 0.66% of 230,000 active; AID 485360, 2010; also: nearly all actives have a fitted effect of over 60% in size
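L3MBTL1 50 nM + b-AHA-H3(1-15)K9me1 75 nM, 30 min RT; compound added, 30 min RT; streptavidin donor/Ni-chelate acceptor beads 10 ug/mL each final, 30 min RT dark; AlphaScreen read.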
aGlu spleen mod = qHTS Assay for Inhibitors and Activators of Human alpha-Glucosidase From Spleen Homogenate; AID 2112, 2009; Lysosomal alpha-glucosidase (Homo sapiens), P10253; Potency, µM (series often up to 79.9 µM), inactives show top-dose activity change, negative = inhibition, usual class: inhibitors; human spleen homogenate, 4-MU-alpha-glucoside fluorescence; 0.006% of 240,000 active;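 also: 0% = enzyme with vehicle and -100% = no enzyme basal signal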
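Enzyme source: human spleen homogenate, 1 ug/well. Buffer 50 mM citric acid/K phosphate pH 5.0, 0.01% Tween-20. 4-MU-alpha-glucoside 1 mM; 37 C x 40 min; NaOH/glycine stop; fluorescence.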
TexasRed fluor = Total Fluorescence Counterscreen for Inhibitors of the Interaction of Thyroid Hormone Receptor and Steroid Receptor Coregulator 2 | TRb/SRC2 Texas Red total fluorescence interference | Potency, µM (doses to about 106 µM), for the others: top-dose fluorescence change, negative = quenching | 0.29% of 280,000 active; active = well fitted curve in either direction with a large enough effect; inconclusive = small, poorly fitted or top-dose-only effect
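Human TRb ligand-binding domain at 0.6 uM with 20 nM Texas Red SRC2 peptide in Tris buffer containing 1 uM T3 and 5% DMSO, incubated with compound 5 h at ambient temperature. Total fluorescence (555/632 nm) calculated as parallel + 2 × perpendicular.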
RGS12 GoLoco inh = qHTS Assay for Inhibitors of RGS12 GoLoco Motif Activity (Red Fluorophore); Guanine nucleotide-binding protein G(i) subunit alpha-1 (Homo sapiens), P63096; Gai1:RGS12 GoLoco peptide FP, rhodamine, 10 min; Potency, µM (titrated, usually from 61.6 µM), for inactives: top-dose activity, negative = inhibition, hits mostly inhibitors; 0.44% of 230,000 active; AID 880, 2007; active = well fitted inhibition curve with a large enough effect, not every such curve was filed as active; inactive = no such curve, though single readings can be large or run the other way; also: nearly all actives have a fitted effect of over 30% in size; many of its hits are not listed in these tables
Target sequence (P63096 whole entry, looked up): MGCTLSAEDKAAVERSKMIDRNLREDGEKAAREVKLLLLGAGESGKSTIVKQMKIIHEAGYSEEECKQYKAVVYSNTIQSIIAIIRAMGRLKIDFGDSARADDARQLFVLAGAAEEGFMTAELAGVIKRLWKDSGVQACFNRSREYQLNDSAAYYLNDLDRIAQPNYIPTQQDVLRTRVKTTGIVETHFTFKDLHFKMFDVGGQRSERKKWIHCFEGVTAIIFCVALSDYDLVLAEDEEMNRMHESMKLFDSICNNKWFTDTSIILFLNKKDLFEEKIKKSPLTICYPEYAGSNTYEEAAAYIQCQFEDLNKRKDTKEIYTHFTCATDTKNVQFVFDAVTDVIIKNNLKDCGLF
GAA glycogen mod = qHTS Assay for Inhibitors and Activators of Human alpha-Glucosidase Cleavage of Glycogen | Lysosomal alpha-glucosidase (Homo sapiens), P10253 | AID 2100, 2009 | recombinant GAA, glycogen substrate, Amplex Red glucose oxidase fluorescence | 0.38% of 300,000 active | Potency, µM (top dose mostly 76.4 µM), for the others: at the top dose activity change, negative = inhibition, hits mostly inhibitors;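 also: 0% = full enzyme reaction and -100% = no-enzyme basal signal; the screen sought inhibitors and activators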
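Recombinant enzyme (4 nM final) with compounds titrated up to 77 uM and bovine liver glycogen (30 ug) in citrate pH 5.0, 0.01% Tween-20, 37 C 40 min. Released glucose detected by Amplex Red/glucose oxidase (Ex 573/Em 610); AC50 from Hill fits.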
RECQ1 inh = qHTS Assay for Inhibitors of RecQ-Like Dna Helicase 1 (RECQ1). RECQ1 DNA unwinding, red fluorescence kinetic read. Potency, µM (doses to about 57.3 µM), inactives show at the top dose activity, negative = inhibition, usual class: inhibitors. ATP-dependent DNA helicase Q1 (Homo sapiens), P46063. 0.54% of 240,000 active;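 also: plate controls were vehicle for no effect and no enzyme for full effect; nearly all actives have a fitted effect of over 30% in size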
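RECQ1T1 50 nM; forked duplex (20 bp + 30-nt ss tails) 200 nM, ATP 2 mM final; pH 8.0, 2 mM MgCl2, 2.5 ug/ml poly(dI-dC); 15 min compound preincubation; discontinuous kinetic read over 2 h at RT.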
* hit, by the source's call; i = inactive; ? = inconclusive; / = not tested or not shown; [ ] = remark or other dose. Unless noted, calls follow the shape of the dose curve; as a rule, active = well fitted curve in the direction sought with a large enough effect; inconclusive = small, poorly fitted or top-dose-only effect, or another doubt; inactive = no such curve, though single readings can be large; an effect the other way counts as inactive or inconclusive. Unless noted, % is scaled to controls: 0 for no effect and ±100 for the full control effect; potency is read from the fitted curve at half-maximal effect.

SMILES	GAA inh	TRb SRC2 PPI	L3MBTL1 block	aGlu spleen mod	TexasRed fluor	RGS12 GoLoco inh	GAA glycogen mod	RECQ1 inh
Cc1ccc(CN2C(=O)CCC2C(=O)NCCCN2CCCC(C)C2)cc1 (centres undefined)	6%	17%	6%	-6%	3%	6%	-1%	0%
OC1(CNCc2ccccc2)C2CC3CC(C2)CC1C3 (centres undefined)	0%	7%	3%	-9%	-1%	7%	10%	0%
O=C1CN(C(=O)CN2C(=O)NC3(CCCCC3)C2=O)c2ccccc2N1	0%	-3%	/	-3%	3%	20%	-11%	-7%
COC(=O)c1ccc(NC(=O)Cc2ccc(F)cc2)cc1	2%	2%	0%	-12%	0%	6%	-4%	i
CC(NCCOCCOc1ccccc1)c1ccccc1 (centres undefined)	-1%	-2%	3%	-8%	-2%	0%	-10%	4%
O=C(Oc1ccc(Cl)cc1)c1ccc(COC(=O)c2cnccn2)cc1	-10%	-18%	/	-11%	-1%	9%	-4%	-13%
NC(=O)COC(=O)CC(NC(N)=O)c1ccc(Cl)cc1 (centres undefined)	-16%	1%	-7%	-1%	1%	-5%	-12%	-3%
c1csc(-c2noc(CN3CCN4CCCC4C3)n2)c1 (centres undefined)	-2%	-7%	-1%	-3%	-2%	-7%	11%	-4%
COc1ccc(-c2nnn(CC(=O)N(c3cccc(O)c3)C(C)C(=O)NC3CCCC3)n2)cc1OC (centres undefined)	?	2%	?	0%	-3%	21%	7%	i
N#CC1=C(N)C(C#N)(C#N)C(c2cccnc2)C2CC(c3ccccc3)CC=C12 (centres undefined)	1%	-15%	-1%	6%	1%	6%	5%	i
CC(C)NC(=O)C(=O)NNC(=O)CCc1ccccc1	13%	11%[53 µM]	-4%	-1%	-2%[53 µM]	-2%	-5%	i
CCOC(=O)C1=C(C)Nc2ncnn2C1c1ccc(N(C)C)cc1 (centres undefined)	10%	-8%	-8%	2%	-1%	/	-21%	-7%
CN1CCN(C(=O)c2c(O)c3cccc4c3n(c2=O)CCC4)CC1	-1%	-7%	30%[activator]	-3%	-9%	-7%	24%	14%
COc1ccccc1NC(=O)COC(=O)[C@@H]1CCCN1C(=O)c1cccs1	0%	-7%	/	-5%	5%	9%	-13%	9%
Cc1cccc2cc(C#N)c(NCCNC(=O)COc3ccccc3)nc12	9%	-9%	-7%	14%	0%	-2%	3%	13%
Nc1c(C(=O)Nc2ccccc2)sc2nc(-c3cccnc3)ccc12	/	11%	/	7%	1%	-2%	2%	0%
O=C(CSc1nnc(-c2ccco2)o1)N1CCN(c2ccccc2)CC1	3%	5%	/	-18%	-1%	0%	1%	-3%
O=S(=O)(NCc1ccc2c(c1)OCO2)c1cccc2nsnc12	/	-7%	/	-3%	-1%	-1%	5%	-8%
CCOC(=O)c1c2n(c3c(NCc4ccccc4)ncnc13)CCCC2	?	-1%	-7%	8%	-4%	10%	2%	-4%
O=c1cc(N2CCCCC2)c(-c2ccccc2)nn1Cc1cccc(F)c1	-6%	-7%	-17%	/	-2%	-3%	3%	-8%

Arranged by number of heavy atoms (falling): 8 of the compounds above.
SMILES	GAA inh	TRb SRC2 PPI	L3MBTL1 block	aGlu spleen mod	TexasRed fluor	RGS12 GoLoco inh	GAA glycogen mod	RECQ1 inh
COc1ccc(-c2nnn(CC(=O)N(c3cccc(O)c3)C(C)C(=O)NC3CCCC3)n2)cc1OC (centres undefined)	?	2%	?	0%	-3%	21%	7%	i
N#CC1=C(N)C(C#N)(C#N)C(c2cccnc2)C2CC(c3ccccc3)CC=C12 (centres undefined)	1%	-15%	-1%	6%	1%	6%	5%	i
O=c1cc(N2CCCCC2)c(-c2ccccc2)nn1Cc1cccc(F)c1	-6%	-7%	-17%	/	-2%	-3%	3%	-8%
CCOC(=O)c1c2n(c3c(NCc4ccccc4)ncnc13)CCCC2	?	-1%	-7%	8%	-4%	10%	2%	-4%
Nc1c(C(=O)Nc2ccccc2)sc2nc(-c3cccnc3)ccc12	/	11%	/	7%	1%	-2%	2%	0%
CN1CCN(C(=O)c2c(O)c3cccc4c3n(c2=O)CCC4)CC1	-1%	-7%	30%[activator]	-3%	-9%	-7%	24%	14%
O=S(=O)(NCc1ccc2c(c1)OCO2)c1cccc2nsnc12	/	-7%	/	-3%	-1%	-1%	5%	-8%
NC(=O)COC(=O)CC(NC(N)=O)c1ccc(Cl)cc1 (centres undefined)	-16%	1%	-7%	-1%	1%	-5%	-12%	-3%

(next part)
SMILES	GAA inh	TRb SRC2 PPI	L3MBTL1 block	aGlu spleen mod	TexasRed fluor	RGS12 GoLoco inh	GAA glycogen mod	RECQ1 inh
COc1cc(/C=C/C(=O)OCC(=O)Nc2ccc(C)c(S(=O)(=O)N3CCCCC3)c2)ccc1O	-3%	-3%	-8%	-6%	0%	-12%	-20%	4%
CC(=O)Nc1ccc(S(=O)(=O)Nc2nc3ccc([N+](=O)[O-])cc3s2)cc1	-1%	15%	15%	4%	?	10%	-6%	-14%
COc1ccc2[nH]c(O)c(N=O)c2c1	5%	-12%	5%	2%	-5%	16µM*	-2%	-8%
O=C1CCCC(O)=C1N=Nc1ccc(S(=O)(=O)N2CCOCC2)cc1	/	?	-6%	-5%	7%	5%	1%	-25%
O=C(COC(=O)c1ccccc1Sc1ccc(C(F)(F)F)cc1[N+](=O)[O-])NC(=O)NC1CCCC1	-10%	0%	-21%	-5%	?	-12%	6%	-2%
O=C(/C=N/NC(=O)c1ccccc1Br)c1ccccc1	1%	3%	-16%	-3%	1%	11%	10%	i
NC(=O)c1ccc(-c2ccccc2F)cc1	/	-8%	2%	-12%	0%	-1%	1%	9%
CCS(=O)(=O)N1Cc2ccccc2CC1C(=O)Nc1nc(C)cs1 (centres undefined)	7%	0%	-3%	1%	-3%	20%	6%	-4%
COc1ccccc1Nc1cc(N2CCOCC2)c2nonc2c1[N+](=O)[O-]	0%	-7%	0%	-2%	-7%	8%	9%	-3%
CCCOc1ccc(C(=O)NNC(=S)NC(=O)CC)cc1	3%	3%	6%	-15%	1%	1%	-12%	-13%

Single records, as listed above:
COc1ccccc1NC(=O)COC(=O)[C@@H]1CCCN1C(=O)c1cccs1 is listed as GAA inh: 0%; TRb SRC2 PPI: -7%; L3MBTL1 block: /; aGlu spleen mod: -5%; TexasRed fluor: 5%; RGS12 GoLoco inh: 9%; GAA glycogen mod: -13%; RECQ1 inh: 9%
COc1cc(/C=C/C(=O)OCC(=O)Nc2ccc(C)c(S(=O)(=O)N3CCCCC3)c2)ccc1O is listed as GAA inh: -3%; TRb SRC2 PPI: -3%; L3MBTL1 block: -8%; aGlu spleen mod: -6%; TexasRed fluor: 0%; RGS12 GoLoco inh: -12%; GAA glycogen mod: -20%; RECQ1 inh: 4%

(list continues)
SMILES	GAA inh	TRb SRC2 PPI	L3MBTL1 block	aGlu spleen mod	TexasRed fluor	RGS12 GoLoco inh	GAA glycogen mod	RECQ1 inh
COc1ccc(NC(=O)CCCn2c(=S)[nH]c3ccccc3c2=O)cc1	3%	-12%	2%	3%	-1%	2%	1%	-2%
CS(=O)(=O)N(CC(=O)NC1CC1)C1CCCCC1	-2%	-3%	5%	-11%	0%	87%[activator]	-1%	-2%
COc1nnc(-c2ccc(C(=O)N3C[C@@H]4C[C@H](C3)c3cccc(=O)n3C4)cc2)c2ccccc12	-1%	0%	11%	5%	-1%	-3%	5%	i
CCOC(=O)C1CCCN(c2ccc(NC(=O)c3snc4c(=O)[nH]cnc34)cc2)C1 (centres undefined)	-14%	-11%	-16%	1%	1%	45%[activator]	-6%	-18%
CCCCSc1nnc([C@H](CC(C)C)NC(=O)OC(C)(C)C)o1	5%	-3%	/	-6%	1%	9%	0%	i
CCCCCCn1nc(C(=O)Nc2nc3c(s2)CCCC3)c2ccccc2c1=O	-8%	-4%	0%	-3%	-3%	4%	9%	-1%
CCN1CCN(c2c(/C=C3\SC(=S)N(Cc4ccco4)C3=O)c(C)c(C#N)c(=O)n2C)CC1	/	0%	/	10%	-1%	204%[activator]	-14%	-10%
CCCn1c(SCC(=O)Nc2ccccc2CC)nnc1C(C)C	-23%	4%	-9%	2%	0%	2%	0%	-5%
CCOC(=O)c1c(C)[nH]c(C)c1C(=O)COC(=O)c1ccc(Cl)c(S(=O)(=O)NCc2ccccc2)c1	-9%	-10%	/	2%	4%	-2%	-12%	i
CC(C)Sc1oc(-c2ccco2)nc1S(=O)(=O)c1ccc(F)cc1	-11%	9%	-20%	-1%	-1%	55%[activator]	-6%	-17%
O=C(O)Cc1ccccc1C(=O)O	-5%	-11%	4%	8%	1%	-6%	-5%	-6%
COc1ccc(Cl)cc1S(=O)(=O)N1CCN(C(=O)COc2ccccc2)CC1	?	0%	-7%[11.4 µM]	-11%	-3%	2%	-3%	0%
CCC(Sc1ncccc1C(=O)O)C(=O)N1CCOCC1 (centres undefined)	5%	-2%	9%	-1%	2%	-5%	-6%	i
CC(=O)OC1CCC2(C)C3=C(CCC2C1(C)C)[C@@]1(C)CCC(C(C)CCC=C(C)C)[C@@]1(C)CC3 (some centres undefined)	/	2%	/	8%	-1%	2%	/	i

Source: PubChem BioAssay

This is a subset; count on the stated rates, not on these rows.
